# TRHR PAM = TRH receptor (human) allosteric enhancement; enhancement, % at 2 µM; TRHR cells, fluo-8 calcium fluorescence, EC20 TRH enhancement; 360,000 tested, 0.66% active; in the data active means enhancement above about 30%; further: 0% is about no effect
#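 Enhancer read-out: after compound pinning and an initial kinetic agonist-mode read, an EC20 of TRH (10 nM final) was injected and fluo-8 calcium signal (Ex 480/Em 530) followed at 1 s/cycle for 100 cycles in TRHR-expressing cells.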
# RXFP1 antag = blocks the human relaxin receptor RXFP1. Q9HBX9. HEK293-RXFP1, relaxin-stimulated cAMP HTRF, 30 min; active compounds read low. activity change, negative = inhibition, % at 57.5 µM. 350,000 tested, 0.59% active. AID 1259400;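 active means activity change of -60% or lower, but not beyond a set lower limit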; further: on the % scale 0 is the no-effect control and ±100 the full control effect
# D1 potentiator = human D1 dopamine receptor positive modulation; P21728; HEK293 TREx D1 cells, calcium flux, dopamine EC20 potentiation; potentiation, % at 10 µM; 360,000 tested, 0.036% active; AID 504651; in the data active means potentiation above about 30%; further: 0% is about no effect
# Target sequence (P21728 whole entry, looked up): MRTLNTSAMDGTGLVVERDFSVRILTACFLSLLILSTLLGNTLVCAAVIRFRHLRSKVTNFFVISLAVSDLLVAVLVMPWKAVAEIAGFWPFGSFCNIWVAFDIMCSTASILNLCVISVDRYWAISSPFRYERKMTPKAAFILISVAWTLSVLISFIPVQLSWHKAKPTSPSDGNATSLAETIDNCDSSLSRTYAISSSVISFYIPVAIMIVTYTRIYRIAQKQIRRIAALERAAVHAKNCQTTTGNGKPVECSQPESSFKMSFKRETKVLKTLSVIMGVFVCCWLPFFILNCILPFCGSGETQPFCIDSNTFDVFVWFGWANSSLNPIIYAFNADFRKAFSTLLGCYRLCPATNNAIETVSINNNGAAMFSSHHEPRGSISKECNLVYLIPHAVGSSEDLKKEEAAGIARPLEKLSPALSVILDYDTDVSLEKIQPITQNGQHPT
# D2 potentiator = positive allosteric modulators of human D2 dopamine receptor; P14416; HEK293 T-REx D2, calcium flux, EC20 dopamine potentiation; potentiation, % at 10 µM; 340,000 tested, 0.34% active; AID 485347;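 active means potentiation over 3 SD above the plate norm, cut at about 30% in these data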; further: 0% is about no effect
# Target sequence (P14416 whole entry, looked up): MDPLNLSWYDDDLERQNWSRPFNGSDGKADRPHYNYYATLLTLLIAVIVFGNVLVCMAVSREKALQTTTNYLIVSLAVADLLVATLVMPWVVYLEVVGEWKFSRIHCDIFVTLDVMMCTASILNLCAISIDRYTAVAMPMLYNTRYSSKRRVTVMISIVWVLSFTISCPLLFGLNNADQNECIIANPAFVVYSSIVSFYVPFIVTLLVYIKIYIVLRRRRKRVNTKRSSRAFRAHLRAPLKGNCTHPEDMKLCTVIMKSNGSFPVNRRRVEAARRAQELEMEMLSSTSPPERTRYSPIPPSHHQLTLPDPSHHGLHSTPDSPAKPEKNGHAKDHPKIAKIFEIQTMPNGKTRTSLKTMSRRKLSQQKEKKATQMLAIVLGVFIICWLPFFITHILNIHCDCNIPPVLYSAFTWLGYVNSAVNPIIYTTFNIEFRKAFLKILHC
#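 Cells plated with tetracycline inducer and held overnight at 30 C; calcium dye loaded 30–90 min at room temperature; baseline taken, compound added and read 180 s; EC20 dopamine then added and read 180 s.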
# D2 antagonist = antagonizes the human D2 dopamine receptor | P14416 | HEK293 TREx D2 cells, calcium flux, dopamine EC80 | inhibition, % at 10 µM | 340,000 tested, 2% active | AID 485344; in the data active means inhibition above about 30%; further: 0% is about no effect
#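 HEK293 T-REx D2 cells, tet-induced, calcium dye no-wash. Cpd pintool add, 180 s kinetic, then EC80 DA, 180 s kinetic. Ca flux read.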
# D1 agonist = agonists of human D1 dopamine receptor. HEK293 T-REx D1 cells, calcium flux, agonist mode. activation, % at 2 µM. 360,000 tested, 1% active. AID 504660; further: 0% is about no effect
#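 Agonism was scored from calcium flux recorded over 180 s (1 read/s) after pintool compound addition, following a 10-cycle baseline. Cells were inducible force-coupled HEK293 TREx D1, plated overnight at 30 C and loaded with no-wash calcium dye.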
# D1 antagonist = antagonists of human D1 dopamine receptor. activity change, negative = inhibition, % at 10 µM. HEK293 TREx D1 cells, calcium flux, dopamine EC80; active compounds read low. 360,000 tested, 3.2% active; in the data active means activity change below about -30%; further: on the % scale 0 is the no-effect control and ±100 the full control effect
#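 Allosteric or orthosteric antagonism assessed as attenuation of the calcium response to EC80 dopamine, added 180 s after compound, in induced HEK293 Trex D1 cells loaded with no-wash calcium dye.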
# TRHR agonist = agonists of human TRH receptor. TRHR cells, calcium flux fluo-8, FDSS agonist mode. activation, % at 2 µM. 360,000 tested, 0.18% active. AID 493084; further: 0% is about no effect
#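 In this calcium-flux screen, cells bearing human TRHR are dye-loaded with fluo-8, baselined for 10 cycles, then exposed to library compounds; positive kinetic calcium responses during the agonist phase mark hits, with TRH as control.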
# D2 agonist = D2 dopamine receptor (human) agonism | P14416 | HEK293 T-REx D2 cells, calcium flux agonist mode | activation, % at 2 µM | 340,000 tested, 0.53% active;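 active means activation over 3 SD above normal in the single-dose calcium agonist read, cut at about 30% in these data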; further: 0% is about no effect
#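 In this primary screen, compounds producing a positive calcium signal within 180 s of addition to tetracycline-induced, force-coupled HEK293 Trex D2 cells are flagged; cells are dye-loaded with a no-wash calcium kit beforehand.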
# The depositor's hits bear a star; x = no result given. Unless noted, no stated cut-off is given here; in the data, active means activation above about 30%; inactive means the rest. No enrichment for hits; 7.1% or so of the library scored in one or more.
SMILES,TRHR PAM,RXFP1 antag,D1 potentiator,D2 potentiator,D2 antagonist,D1 agonist,D1 antagonist,TRHR agonist,D2 agonist
COC(=O)[C@@H]1C[C@]2(OC(=O)c3ccccc3)C=CC(=O)C[C@@H]2N1C(=O)OCc1ccccc1,4,x,-7,-1,4,-4,1,-0.1,1.3
COc1cc(C(=O)N2CCN(c3ncnc4sc(C)c(C)c34)CC2)cc(OC)c1OC,-6,8,7,20,7,0,-6,-2.4,0.2
OCCCCNCc1cc(Br)ccc1OCc1ccccc1F,-1,3,-6,-7,-17,10,5,-1.7,-0.3
CCCOc1ccc(C2C(=O)N(C3CCCCC3)CC(=O)N2CCCOCC)cc1OC (stereo not drawn),2,7,5,-4,-6,-1,9,-0.1,-0.6
CCOc1ccc(NC(=O)c2nc3nc(C)cc(C(F)F)n3n2)cc1,-10,-2,2,-5,x,0,3,-0.6,-0.1
COC(=O)c1ccc(NC(=O)c2cc3c(CO)cnc(C)c3oc2=Nc2cccc(C(N)=O)c2)cc1,4,2,-2,4,6,4,5,-0.4,-0.5
CCOc1cc(-c2ccc(OC(=O)c3ccccc3F)cc2)cc(=O)c2c(C)oc(C)c12,-10,-97*,1,5,x,2,-3,1.7,2.1
CC1CCCCN1CC(=O)Nc1ccc2c(c1)OCO2 (stereo not drawn),-1,0,-4,-3,9,0,10,0.0,0.1
CN1C(=O)CC(N2CCN(Cc3ccc(Cl)cc3)CC2)C1=O (stereo not drawn),-1,-3,5,5,-14,2,11,-0.6,0.8
COc1ccccc1N(C)S(=O)(=O)c1ccc(C(=O)OCC(=O)Nc2cc(C)on2)cc1,-2,0,-5,4,5,4,-9,0.8,1.8
Cc1ccc(Cn2ncc(Cl)c(Cl)c2=O)cc1,1,x,-2,6,-8,0,-18,-0.4,-0.1
O=C(NCc1ccncc1)c1cncc(Br)c1,2,7,-8,10,-14,6,-16,0.2,0.4
CNc1c(N)n(Cc2ccccc2)c(=O)[nH]c1=O,-11,2,-2,22,-4,3,x,-1.3,-0.4
CC(=O)N(C)Cc1ccc(C(=O)CSc2nnc(C3CC3)n2C2CC2)cc1,-4,3,2,-6,2,3,16,0.1,-0.5
CCOCCCN(Cc1ccco1)S(=O)(=O)c1cc2c(cc1Cl)NC(=O)CO2,-1,-26,1,10,x,1,2,0.4,1.3
CN(c1cccc(Cl)c1)S(=O)(=O)c1cccc(C(=O)NN2CCOCC2)c1,7,-6,x,-9,-21,5,-37*,-0.5,0.7
Cc1ccc(NC(=O)Cc2nnc(SCC(=O)NC3CCCC3)n2C)c(C)c1,8,3,2,-6,-10,2,-1,0.1,-0.2
Cc1cccc(C)c1NC(=O)CNC(=O)c1ccc(N2CCCC2=O)cc1,-10,-3,-2,7,-7,2,-1,0.2,-0.4
Cc1ccc2ncnc(Oc3ncccc3[N+](=O)[O-])c2c1,4,4,-1,-4,4,1,-10,0.2,-0.4
CN1C(=O)c2ccc(NC(=O)c3ccc(N4CCCCC4)c([N+](=O)[O-])c3)cc2C1=O,0,-2,-4,7,-12,1,-5,-0.2,-0.6
CCOC(=O)C1CCN(C(=O)c2cc3cc4cc(OC)ccc4nc3o2)CC1,-1,-3,-3,5,-2,0,21,0.5,-0.2
Cc1ccc(CN(C(=O)Cn2nnc3ccccc32)C(C(=O)NCc2ccco2)c2ccc(C)o2)cc1 (stereo not drawn),3,-10,-3,-10,-6,5,3,-0.7,-1.0
Cc1cccc(N(C(=O)c2snc(C(N)=O)c2N)C(C(=O)NCC2CCCO2)c2ccc(N(C)C)cc2)c1 (stereo not drawn),3,3,-4,-17,16,4,-8,0.1,-0.7
O=C(CC(c1ccccc1)c1ccccc1O)NCCN1CCOCC1 (stereo not drawn),5,-12,0,24,-22,0,-53*,0.1,0.9
Cc1ccc(C(=O)OCC(=O)NC2CCCCCC2)c(C)c1,5,-5,-4,0,-19,1,-13,1.3,-0.9
CCOC(=O)c1c(C)[nH]c(C(=O)COC(=O)C23CC4CC(CC(Cl)(C4)C2)C3)c1C,5,15,-2,25,-2,3,x,1.0,-0.5
Cc1cc(C)c(NC(=O)c2cc(S(=O)(=O)N3CCN(c4ccccc4F)CC3)ccc2F)c(C)c1,2,-7,-2,-11,x,3,13,0.8,-0.1
COc1ccc(NC(=O)c2cnc[nH]2)cc1,-7,x,-4,15,x,1,5,0.0,-0.7
CCOC(=O)C1=C(O)C(=O)N(CCCn2ccnc2)C1c1ccc(OC)cc1 (stereo not drawn),-5,x,6,x,x,5,-17,0.1,x
CCOC(=O)c1c(NC(=O)COC(=O)Cn2cnc3ccccc32)sc(C)c1C,2,-11,-12,2,10,1,-1,0.4,-0.7
Cc1c(C(=O)Nc2cccc(F)c2)sc2nc(-c3cc4ccccc4oc3=O)[nH]c(=O)c12,4,-17,4,2,x,-1,-36*,0.0,0.3
COc1ccc(NC(=O)Cn2c(=O)n(-c3ccc(C)c(C)c3)c(=O)c3c(C)c(C)sc32)cc1,-3,3,-1,x,x,1,9,-0.2,0.1
COc1ccc(N2CC(c3nc(-c4ccccc4C)no3)CC2=O)cc1Cl (stereo not drawn),-3,-12,-6,5,x,8,-11,0.8,-0.2
O=C(NCCSc1ncc(-c2ccccc2)[nH]1)c1ccco1,-5,-5,4,-11,-8,0,10,-0.6,-0.4
CCOc1ccc(/C=N/NC2=NCCCCC2)cc1,4,8,-4,-2,20,0,8,0.2,0.6
O=C(CC(=O)Nc1ccc(Br)cc1)Nc1ccc(Br)cc1,10,8,-1,-4,-3,7,-10,-0.2,-0.1
CCNC(=O)NC(=O)C(C)OC(=O)CCCSc1nc2ccccc2s1 (stereo not drawn),-1,-8,-4,5,-2,2,-18,-0.5,-0.4
CCOC(=O)c1nc(C)n(-c2cc(Cl)cc(Cl)c2)n1,3,9,8,3,-2,0,13,-0.5,0.3
O=C(NC1=NCCS1)c1ccc(N2CCCC2=O)cc1,-1,5,-1,8,-11,3,9,0.4,1.2
CC(=O)Nc1ccc(S(=O)(=O)NCc2ccc(C)cc2)cc1,1,-5,-2,0,22,3,-8,0.0,-0.8

# An excerpt from above in order of count of non-hydrogen atoms, low to high:
SMILES,TRHR PAM,RXFP1 antag,D1 potentiator,D2 potentiator,D2 antagonist,D1 agonist,D1 antagonist,TRHR agonist,D2 agonist
COc1ccc(NC(=O)c2cnc[nH]2)cc1,-7,x,-4,15,x,1,5,0.0,-0.7
CCOC(=O)c1nc(C)n(-c2cc(Cl)cc(Cl)c2)n1,3,9,8,3,-2,0,13,-0.5,0.3
O=C(NC1=NCCS1)c1ccc(N2CCCC2=O)cc1,-1,5,-1,8,-11,3,9,0.4,1.2

# Remaining list, next part
SMILES,TRHR PAM,RXFP1 antag,D1 potentiator,D2 potentiator,D2 antagonist,D1 agonist,D1 antagonist,TRHR agonist,D2 agonist
COC(=O)c1ccc(CNC(=O)COC(=O)C2CCC(C(C)(C)C)CC2)cc1 (stereo not drawn),1,-15,4,9,19,1,4,0.3,-0.7
CC12CC(NC(=O)N1c1ccc(C(=O)N3CCN(c4ccccn4)CC3)cc1)c1ccccc1O2 (stereo not drawn),5,x,-3,-13,5,5,-6,0.1,-0.9
Cc1cccc(C(=O)N2CCN(c3ccc([N+](=O)[O-])c(NCc4ccco4)c3)CC2)c1,12,3,-10,22,9,3,-67*,0.2,1.6
O=C(CSc1ccccn1)N/N=C/c1c[nH]c2ccccc12,5,1,-1,0,18,4,6,0.1,0.1
Fc1cc(F)c2nc(Nc3nc4c(F)cccc4s3)sc2c1,3,20,-2,-4,-4,5,-10,-0.7,0.2
CCOC(=O)c1c(NC(NC(=O)C(C)C)C(Cl)(Cl)Cl)sc2c1CCC2 (stereo not drawn),-3,x,-3,1,4,1,-2,-0.1,-0.4
OC(CNCCCN1CCCCC1)COc1ccccc1 (stereo not drawn),7,-6,-9,-3,9,6,5,0.6,0.3
COc1cc(/C=N/N2C(C)CCCC2C)cc(Br)c1O (stereo not drawn),6,17,-1,4,-13,3,9,2.2,2.1
CCC(C)(C(=O)NC1CCCCC1)N(C(=O)C1CCC(=O)N1)c1ccc(C)cc1 (stereo not drawn),1,-5,5,3,6,3,-15,0.1,0.3
Cc1cc(-c2ccc(C)c(S(=O)(=O)Nc3cccc(C#N)c3)c2)on1,2,-24,-3,1,x,5,8,-0.1,-0.2
Cc1ccc(C)c(Cn2c(=O)n(CCCCC(=O)NCc3ccccc3Cl)c(=O)c3ccccc32)c1,8,x,1,-7,x,2,-3,-1.5,x
O=C(CN1C(=O)c2ccccc2C1=O)NCc1ccncc1,-4,-22,1,-1,13,6,11,0.6,0.1
CCN(CC)CCCNC(=O)c1ccc2c(c1)N(Cc1c(F)cccc1Cl)C(=O)c1ccccc1S2,-8,x,2,1,x,45*,-8,17,0.9
CC(C)(C)c1ccc(C2SCC(=O)N2c2cccc(C(=O)O)c2)cc1 (stereo not drawn),-4,-3,-7,1,13,3,-33*,0.0,-0.6
O=C(Nc1ccccc1N1CCOCC1)c1cccc(S(=O)(=O)Nc2ccccc2F)c1,-3,5,x,-16,6,5,-8,0.3,-0.7
Cc1ccc(S(=O)(=O)N2CCSC2c2ccco2)cc1 (stereo not drawn),2,-9,6,14,-11,9,7,-0.7,-1.2
COCCCNC(=O)C1CC(=O)OC1c1ccc(OC)c(OC)c1 (stereo not drawn),18,4,0,0,-2,0,11,0.1,0.2
COc1ccc(S(=O)(=O)N(C)c2ccc(C(=O)N3CCCCC3)cc2)cc1OC,2,-2,-3,7,-1,11,-10,0.0,0.2
Cn1nnnc1NCc1cccc(Cl)c1,2,21,-4,0,-13,0,4,0.1,1.2
CCCc1nnc(NS(=O)(=O)c2ccccc2)s1,1,-9,-8,6,14,0,-6,0.2,-0.3

# Entries of single compounds as entered above.
# Cc1cccc(C(=O)N2CCN(c3ccc([N+](=O)[O-])c(NCc4ccco4)c3)CC2)c1 is entered as TRHR PAM = 12; RXFP1 antag = 3; D1 potentiator = -10; D2 potentiator = 22; D2 antagonist = 9; D1 agonist = 3; D1 antagonist = -67*; TRHR agonist = 0.2; D2 agonist = 1.6
# COC(=O)c1ccc(CNC(=O)COC(=O)C2CCC(C(C)(C)C)CC2)cc1 (stereo not drawn) is entered as TRHR PAM = 1; RXFP1 antag = -15; D1 potentiator = 4; D2 potentiator = 9; D2 antagonist = 19; D1 agonist = 1; D1 antagonist = 4; TRHR agonist = 0.3; D2 agonist = -0.7
# Cc1ccc(S(=O)(=O)N2CCSC2c2ccco2)cc1 (stereo not drawn) is entered as TRHR PAM = 2; RXFP1 antag = -9; D1 potentiator = 6; D2 potentiator = 14; D2 antagonist = -11; D1 agonist = 9; D1 antagonist = 7; TRHR agonist = -0.7; D2 agonist = -1.2

# Next compounds follow:
SMILES,TRHR PAM,RXFP1 antag,D1 potentiator,D2 potentiator,D2 antagonist,D1 agonist,D1 antagonist,TRHR agonist,D2 agonist
CNC(=O)Nc1cccc2cccnc12,-1,-9,0,-2,-17,2,-2,0.9,1.3
CCCc1n[nH]c2c1/C(=N/O)CC(c1ccccc1)C2 (stereo not drawn),7,-3,-12,-3,13,0,-2,-0.5,-0.7
Cc1ccc(C)c(SCC(=O)OCC(=O)NCCNC(=O)COC(=O)CSc2cc(C)ccc2C)c1,1,-15,-3,-1,-28,5,-19,0.6,-1.5
CCc1ccc2c(c1)C(c1ccncc1)=NNC(c1ccccc1)=N2,-2,4,-5,-4,13,0,0,-1.4,-1.1
CCOC(=O)COc1ccc(S(=O)(=O)N2CCN(C(=O)OCC)CC2)cc1,0,-16,3,-3,4,3,-6,-0.5,-0.5

# High-throughput results from PubChem.
